Furin inh: blocks human furin protease activity. P09958. inhibition, % at 30 µM. purified furin, fluorogenic substrate cleavage. 220,000 compounds, 0.061% hits; in the data active = inhibition above about 25%; note: inactives centre near -15
thrombin 1536: blocks human thrombin protease activity | P00734 | 220,000 compounds, 0.26% hits | AID 1046 | alpha-thrombin, Boc-VPR-AMC fluorogenic substrate cleavage | inhibition, % at 5 µM;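 active = inhibition at or above 40%; inactive = inhibition below 40%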;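 note: 0% = enzyme with no compound and 100% = wells without enzyme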
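System – human alpha-thrombin · Medium – pH 7.5 Tris (50 mM) with NaCl 150 mM, Tween 20 0.05% · Compound – single-point dosing at 5 µM, 0.2% DMSO · Incubation – enzyme reaction carried out at room temperature · Technique – fluorescence of released AMC, ex 355 nm, em 460 nm · Read-out basis – % inhibition of thrombin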
Cl transport mod: KCC2 (human) Cl- transport modulation; Q9H2X9; KCC2 cells, thallium flux FluoZin-2 fluorescence; B-score of Tl+ flux slope (higher = more flux/activation; lower = inhibition) at 10 µM; 190,000 compounds, 2.2% hits; AID 1456;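 active = thallium flux slope and its plate-corrected score both differing from the plate sample mean at a set confidence after two filtering rounds, in either direction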;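 note: slope of fluorescence scaled to starting intensity during 10 to 20 s after thallium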
p97 ATPase inh: human p97 ATPase inhibition; recombinant p97 ATPase, Kinase-Glo ATP luminescence, 3 h; P55072; inhibition, % at 8 µM; 220,000 compounds, 0.42% hits; AID 1481; in the data active = inhibition above about 15%;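 note: 0% = DMSO vehicle and 100% = wells lacking enzyme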
PERK inhibitor: human PERK inhibition, primary cell-based screen; CHO PERK-DD fusion, SEAP luminescence translation reporter; Q9NZJ5; inhibition, % at 5.6 µM; 220,000 compounds, 0.17% hits;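 active = inhibition above the mean inhibition of all tested compounds plus 3 SD, set separately per screening campaign, cut at about 2.9% in these data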;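 note: PERK kinase domain activated by AP20187 dimerizer at 100 nM; 0% = DMSO with dimerizer and 100% = rapamycin at 8.4 µM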
FXIa inh: blocks human coagulation factor XIa protease activity; 220,000 compounds, 0.14% hits; P03951; inhibition, % at 5 µM; purified FXIa, Boc-Glu-Ala-Arg-AMC fluorogenic substrate;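 active = inhibition of at least 40%; inactive = inhibition below 40%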;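 note: fluorescence of freed AMC excited at 355 nm; 0% = enzyme without compound and 100% = no enzyme blank; many of its hits are not listed in these tables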
FXIIa inh: blocks human coagulation factor XIIa protease activity; P00748; purified FXIIa, Boc-QGR-AMC fluorogenic substrate, 2 h; inhibition, % at 5 µM; 220,000 compounds, 0.3% hits; AID 800; in the data active = inhibition above about 40%;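 note: 0% = enzyme with no compound and 100% = blank without enzyme; many of its hits are not listed in these tables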
Wee1 stabilizer: human Wee1 degradation inhibition, primary screen; P30291; HeLa Luc-Wee1K328M stability, luciferase luminescence; 100% = proteasome inhibitor MG132 effect; reporter increase, % at 5 µM; 220,000 compounds, 1.2% hits;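 active = activation above the mean of all tested compounds plus 3 SD, set per screening run, cut at about 8.8% in these data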;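 note: cells exposed to compound for 20 h before luminescence read; 0% = DMSO alone and 100% = MG132 at 30 µM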
Target sequence (P30291 whole entry K328M): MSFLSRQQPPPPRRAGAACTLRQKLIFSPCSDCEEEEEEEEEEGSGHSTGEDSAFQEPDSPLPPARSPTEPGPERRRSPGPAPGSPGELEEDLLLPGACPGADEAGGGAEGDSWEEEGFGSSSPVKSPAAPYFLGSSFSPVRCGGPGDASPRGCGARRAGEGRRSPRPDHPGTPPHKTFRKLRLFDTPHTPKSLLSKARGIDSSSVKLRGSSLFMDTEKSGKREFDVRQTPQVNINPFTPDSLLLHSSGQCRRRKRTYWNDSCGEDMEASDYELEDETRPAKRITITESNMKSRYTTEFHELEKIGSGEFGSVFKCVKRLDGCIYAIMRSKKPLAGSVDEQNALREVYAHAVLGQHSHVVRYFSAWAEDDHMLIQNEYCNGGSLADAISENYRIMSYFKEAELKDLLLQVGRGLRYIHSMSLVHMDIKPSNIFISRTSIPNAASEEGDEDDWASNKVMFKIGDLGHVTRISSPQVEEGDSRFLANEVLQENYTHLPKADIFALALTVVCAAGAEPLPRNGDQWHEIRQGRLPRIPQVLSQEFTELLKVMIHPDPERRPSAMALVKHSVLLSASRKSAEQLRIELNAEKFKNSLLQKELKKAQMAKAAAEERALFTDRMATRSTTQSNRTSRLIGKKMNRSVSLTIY
KLK5 inh: kallikrein 5 (human) inhibition; inhibition, % at 5 µM; recombinant hK5, fluorogenic AMC substrate cleavage; Q9Y337; 210,000 compounds, 0.59% hits;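 active = inhibition of 40% or more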;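 note: 0% = enzyme controls without compound and 100% = no-enzyme blanks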
Target sequence (Q9Y337 67-293 limits assumed): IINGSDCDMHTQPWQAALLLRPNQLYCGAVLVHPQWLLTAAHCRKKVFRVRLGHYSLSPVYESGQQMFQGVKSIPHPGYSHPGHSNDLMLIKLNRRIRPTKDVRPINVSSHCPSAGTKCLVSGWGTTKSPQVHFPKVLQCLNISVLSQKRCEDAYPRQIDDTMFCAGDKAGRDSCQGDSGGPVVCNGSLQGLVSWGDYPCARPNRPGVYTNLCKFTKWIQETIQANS
Active calls of the source: *; / = not tested or not shown; [ ] = another dose, or the depositor's remark.

no.	Furin inh	thrombin 1536	Cl transport mod	p97 ATPase inh	PERK inhibitor	FXIa inh	FXIIa inh	Wee1 stabilizer	KLK5 inh	Molecule
1	-24	-9	0.038	3	1.1	-1	7	-3	1	Cc1ccc(-c2n[nH]c(=S)n2/N=C/c2ccncc2)cc1
2	-15[20 µM]	-4	/	3	0.1	-3	-1	-1	7	C=CCOc1c(Cl)cc(CNc2ccc(N(C)C)cc2)cc1OC
3	-4[20 µM]	4	-1.6	-2	-0.2	2	9	-2	-7	Cc1cc(C)c(C#N)c(OCC(=O)c2ccc(Br)cc2)n1
4	-21[20 µM]	-11	/	2	0.2	1	-1	1	-5	c1ccc(OCCCc2nc(-c3ccccn3)no2)cc1
5	-14	2	0.32	1	0.3	1	15	0	0	Cc1cnc(NC(=O)C(C)N2C(=O)C3CC=CCC3C2=O)s1 (stereo not drawn)
6	-11	-4	2	-10	0.4	13	10	2	-2	CC(OC(=O)Cc1coc2cc3c(cc12)CCC3)C(=O)NC(N)=O (stereo not drawn)
7	-8	-3	/	4	0.3	-1	-4	0	-7	COCCCNc1ncnc2nc[nH]c12
8	-23	-8	-3	1	0.7	6	6	1	-3	CC(=O)N/C(=C/c1ccc(OS(=O)(=O)c2ccc(C)cc2)cc1)C(=O)NCCO
9	-8	-8	-0.22	-2	0.2	3	8	1	-7	COc1ccc(C)cc1NC(=S)N1CCN(c2ccccn2)CC1
10	-8[20 µM]	0	1.9	-9	-0.6	2	8	-1	-9	CCCCN(C(=O)Cn1nnc2ccccc21)C(C(=O)NCCOC)c1ccccc1 (stereo not drawn)
11	-21[20 µM]	2	/	-5	-1.9	8	14	4	-11	O=C(Nc1nnc(CCN2CCOCC2)s1)c1ccccc1
12	-27	-5	0.11	/	/	-3	6	/	-3	NC(=O)CC(NC(=O)Cc1cccc2ccccc12)c1ccc(NCCc2cccc(F)c2)c([N+](=O)[O-])c1 (stereo not drawn)
13	-18	-6	/	-8	-0.1	1	14	-1	-16	NC(=O)Cn1c(=O)oc2ccccc21
14	-8[20 µM]	-2	-0.75	-9	-1.4	1	7	-2	2	COc1cc(-c2nnc(SCC3(c4ccc(Br)cc4)OCCO3)o2)cc(OC)c1OC
15	-29	1	/	-1	0.2	4	19	1	-4	CCN(CCCNC(=O)CCNC(=O)Cn1cnc2ccccc2c1=O)c1ccccc1
16	11	-5	-0.43	-9	-1.7	-2	6	-1	2	CCN1C(=O)/C(=C\c2nc3ccccc3c(=O)n2CC)c2ccccc21
17	-14	-4	-0.13	0	0.0	-2	9	1	-1	O=C(NCCNS(=O)(=O)c1ccccc1)c1cc(OCC(F)(F)F)ccc1OCC(F)(F)F
18	-25[20 µM]	-6	1.3	2	0.9	-3	12	2	-15	Cc1c(NC(=O)/C=C/C(=O)O)cccc1[N+](=O)[O-]
19	-5	-5	-0.16	2	0.1	-14	0	4	-9	Cc1nc2ccc(NC(=O)c3ccco3)cc2nc1C
20	-18	-6	-0.83	-1	0.0	-6	7	-2	-4	Cc1cc(C)c2c(-n3cccc3)c(NC(=O)OC(C)C)sc2n1
21	-24[20 µM]	1	1.6	-1	-0.7	2	12	1	-12	Cc1cc(NC(=O)C2CCCCC2)n(-c2nc3ccccc3[nH]2)n1
22	-24	-5	-3.8	8	1.1	-9	6	-2	-4	CCc1nnc(NC(=O)CSc2nnc(C)n2CC2CCCO2)s1 (stereo not drawn)
23	-17[20 µM]	-2	-0.52	2	0.7	-14	6	0	-4	O=C(CN1CCN(c2ccc(Cl)cc2)CC1)Nc1ccc(F)cc1
24	-17	-3	-0.56	1	0.0	1	7	0	5	Cc1ccc(-n2cccn2)cc1
25	-15	27	-1.1	-6	-0.1	5	20	1	20	Cc1cccc(/C(N)=N/OC(=O)c2ccc(Br)o2)c1
26	-14	1	-0.0076	2	-0.9	0	6	-1	0	Cc1ccc2c(-c3ccc([N+](=O)[O-])cc3)cc(=O)[nH]c2c1
27	-9	2	1.7	5	-1.0	2	16	5	-20	O=S(=O)(NCC1OCCc2ccccc21)c1ccc(S(=O)(=O)N2CCOCC2)cc1 (stereo not drawn)
28	-18	6	-3*	2	-0.2	5	16	0	-16	Cc1ccc(Cn2nnc3c(=O)[nH]c(C4CCN(S(=O)(=O)c5ccc(F)cc5)CC4)nc32)cc1
29	-13	-7	-1.1	-6	-0.3	3	13	4	-1	Clc1ccc(-c2cn3c(n2)-c2ccccc2C3)cc1Cl
30	-15[20 µM]	2	-0.35	1	-0.1	2	4	2	1	O=C(NCc1ccccc1)c1cc2nc(C3CC3)cc(C(F)(F)F)n2n1
31	-25	-19	0.24	2	0.2	-7	4	2	1	COc1cc(OC)cc(C(=O)NCC(=O)OCC(=O)N2CC(C)CC(C)C2)c1 (stereo not drawn)
32	0	-7	-0.012	-5	0.6	-4	6	-3	-18	CC(C)(C#N)C(C)(C)c1nn[nH]n1
33	-7	8	-1	1	2.0	3	10	5	4	O=C(c1ccc2c(c1)OCCO2)N1CCN(c2ccc([N+](=O)[O-])cc2)CC1
34	8	-6	/	0	0.6	4	8	1	4	Cc1cc(C)n2[nH]c(=O)c(N=Nc3ccc(S(N)(=O)=O)cc3)c2n1
35	-4[20 µM]	-7	0.63	1	-0.1	-8	3	0	1	COc1ccccc1CNC(=O)c1ccccc1OC
36	-33	4	-0.98	1	0.8	0	13	6	5	CCNc1nc(NC(C)(C)C)nc(Oc2ccc(=O)n(-c3ccccc3)n2)n1
37	-15	-5	-0.42	13	-0.3	4	7	-2	-4	N#Cc1c(N2CCN(c3ccc(F)cc3)CC2)nc(N)c2c(N)nc3c(c12)CC(=O)N3C1CC1
38	-5	-10	0.49	4	0.0	2	9	0	5	CCN(CC)C(=O)c1sc(NC(=O)c2cccs2)c(C#N)c1C
39	-15	2	0.36	0	-0.2	5	15	-1	-2	CCCn1nc(C(=O)NCCN2CCOCC2)c2ccccc2c1=O
40	-16	-4	/	4	0.8	-3	-2	-1	1	COc1cc(-c2nnc(COc3ccc4cc(Br)ccc4c3)o2)cc(OC)c1OC
41	-2[20 µM]	-1	1.1	4	2.1	8	0	-2	4	O=C(CSc1ccc(C(F)(F)F)cc1[N+](=O)[O-])Nc1ccccc1
42	-20[20 µM]	-6	-0.085	0	0.8	-5	8	-1	31	COC(=O)c1ccc(NC(=O)Cn2nc(-c3ccncc3)nc2SCC(=O)Nc2nccs2)cc1
43	-8	6	-0.23	-1	-0.5	3	17	2	-19	O=C(CCC(=O)N(CC(=O)NC1CCCC1)C1CCCC1)Nc1ccccn1
44	-20[20 µM]	1	-1.9	0	0.2	-1	13	0	-16	CCOC(=O)C(NCc1ccccc1OC)(NC(C)=O)C(F)(F)F (stereo not drawn)
45	-4	3	2.2	-6	0.7	1	12	-1	-3	FC(F)(F)c1cccc(Oc2nc(-c3ccccc3)nnc2C(F)(F)F)c1
46	-5	2	0.17	-2	-0.5	1	17	-1	0	COc1ccccc1-c1cc(C(=O)NCCN2CCOCC2)no1
47	-20[20 µM]	-1	0.45	1	0.9	20	27	0	-11	CNc1nc(N2CCc3ccccc32)ncc1F
48	-17	2	-0.07	3	0.8	1	8	0	-13	COc1cccc(-n2c(C)nnc2SCC#N)c1
49	-17	-5	-0.21	-5	-0.8	-18	-22	9	-5	Clc1ccc(-n2ncc3c(NCc4ccco4)ncnc32)cc1
50	-21	-5	0.19	-1	1.6	-2	3	1	/	CCOC(=O)CCNC(=O)N1CCCC(C(=O)c2ccc3c(c2)OCO3)C1 (stereo not drawn)
51	4	-1	/	7	0.1	-1	6	1	-15	Cc1cccc(NC(=O)C2CCCN2C(=O)OCC(C)C)c1 (stereo not drawn)
52	-22	-9	0.35	1	-0.6	0	3	6	-30	COc1ccc(N2CCN(C(CNC(=O)C(=O)NCC3CCCO3)c3ccco3)CC2)cc1 (stereo not drawn)
53	-10	-9	-2	5	-0.1	-1	4	3	-1	Cn1c(SCc2cccc([N+](=O)[O-])c2)nc2c(c1=O)SCC2
54	-11[20 µM]	-9	/	-7	0.2	-2	3	-2	-22	COC(=O)CSC1=C(C#N)C(c2ccccc2)CC(=O)N1 (stereo not drawn)
55	-20	5	/	2	-0.1	11	24	1	48*	COc1ccccc1-c1cc(C(=O)NCc2ccco2)no1
56	-20[20 µM]	-4	/	-4	1.2	-2	11	-1	-4	CC12CCC(C(=O)NCCN3CCCCC3)(CC1=O)C2(C)C (stereo not drawn)
57	-21	-4	-0.089	3	1.1	0	11	1	-1	Cc1cccc(C(=O)NC(=S)Nc2ccc3[nH]c(=O)[nH]c3c2)c1
58	-8	-11	0.37	5	0.7	7	6	11*	2	CC(C)(C)C(=O)Nc1ccc(-c2csnn2)cc1
59	-24[20 µM]	-10	-0.0019	4	1.5	-6	2	-1	-27	O=C(NCC1CCCO1)c1onc(CSc2ccccc2)c1C(=O)O (stereo not drawn)
60	0	2	-0.45	-2	-1.0	3	13	3	3	Cc1ccc(S(=O)(=O)C2(S(=O)(=O)c3ccc(C)cc3)CCCC2)cc1
61	-9[20 µM]	-1	/	-4	1.1	1	10	5	-9	O=C(NNC1CC(=O)N(c2ccc3c(c2)OCCO3)C1=O)c1ccccc1 (stereo not drawn)

Twelve compounds from above, sorted by number of heavy atoms, descending:
no.	Furin inh	thrombin 1536	Cl transport mod	p97 ATPase inh	PERK inhibitor	FXIa inh	FXIIa inh	Wee1 stabilizer	KLK5 inh	Molecule
17	-14	-4	-0.13	0	0.0	-2	9	1	-1	O=C(NCCNS(=O)(=O)c1ccccc1)c1cc(OCC(F)(F)F)ccc1OCC(F)(F)F
15	-29	1	/	-1	0.2	4	19	1	-4	CCN(CCCNC(=O)CCNC(=O)Cn1cnc2ccccc2c1=O)c1ccccc1
10	-8[20 µM]	0	1.9	-9	-0.6	2	8	-1	-9	CCCCN(C(=O)Cn1nnc2ccccc21)C(C(=O)NCCOC)c1ccccc1 (stereo not drawn)
27	-9	2	1.7	5	-1.0	2	16	5	-20	O=S(=O)(NCC1OCCc2ccccc21)c1ccc(S(=O)(=O)N2CCOCC2)cc1 (stereo not drawn)
36	-33	4	-0.98	1	0.8	0	13	6	5	CCNc1nc(NC(C)(C)C)nc(Oc2ccc(=O)n(-c3ccccc3)n2)n1
45	-4	3	2.2	-6	0.7	1	12	-1	-3	FC(F)(F)c1cccc(Oc2nc(-c3ccccc3)nnc2C(F)(F)F)c1
41	-2[20 µM]	-1	1.1	4	2.1	8	0	-2	4	O=C(CSc1ccc(C(F)(F)F)cc1[N+](=O)[O-])Nc1ccccc1
20	-18	-6	-0.83	-1	0.0	-6	7	-2	-4	Cc1cc(C)c2c(-n3cccc3)c(NC(=O)OC(C)C)sc2n1
53	-10	-9	-2	5	-0.1	-1	4	3	-1	Cn1c(SCc2cccc([N+](=O)[O-])c2)nc2c(c1=O)SCC2
1	-24	-9	0.038	3	1.1	-1	7	-3	1	Cc1ccc(-c2n[nH]c(=S)n2/N=C/c2ccncc2)cc1
18	-25[20 µM]	-6	1.3	2	0.9	-3	12	2	-15	Cc1c(NC(=O)/C=C/C(=O)O)cccc1[N+](=O)[O-]
24	-17	-3	-0.56	1	0.0	1	7	0	5	Cc1ccc(-n2cccn2)cc1
